SENP7 inh = inhibitors of human SENP7 protease; 330,000 tested, 1.5% active; recombinant SENP7, Z-RLRGG-aminoluciferin luminescence, 40 min; inhibition, % at 5 µM;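 active = inhibition above about 50% at the single test dose, limit read from the data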;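 also: plate controls were DMSO with enzyme for no effect and no enzyme buffer wells for full effect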
Target sequence (Q9BQF6 706-1050 limits assumed): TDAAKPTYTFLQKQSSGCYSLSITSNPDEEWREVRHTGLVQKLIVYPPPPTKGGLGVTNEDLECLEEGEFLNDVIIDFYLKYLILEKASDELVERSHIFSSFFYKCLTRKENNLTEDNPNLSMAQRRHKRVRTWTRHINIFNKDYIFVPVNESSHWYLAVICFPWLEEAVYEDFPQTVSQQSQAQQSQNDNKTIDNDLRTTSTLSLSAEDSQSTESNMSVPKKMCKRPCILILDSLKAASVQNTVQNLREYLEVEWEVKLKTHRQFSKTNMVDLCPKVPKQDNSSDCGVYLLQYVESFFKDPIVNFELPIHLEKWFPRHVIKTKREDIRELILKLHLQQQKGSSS
UBC13 inh = inhibitors of human UBC13 polyubiquitin chain formation; P61088; inhibition, % at 20 µM; TR-FRET; 330,000 tested, 0.47% active; AID 485273; in the data active = inhibition above about 45%, passing the limit was not always enough
SENP8 block-1 = SENP8 protease inhibition. inhibition, % at 10 µM. 330,000 tested, 1.2% active. Q96LD8. purified SENP8, Z-RLRGG-aminoluciferin cleavage, luminescence. AID 2540; in the data active = inhibition above about 50%
SENP1 inh = SENP1 (human) catalytic domain inhibition; recombinant SENP1 catalytic domain, CyPet-SUMO1-YPet FRET cleavage; Q9P0U3; 360,000 tested, 0.21% active; inhibition, % at 10 µM;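 active = inhibition at least 30% at 10 µM, raw YFP signal under a set limit, fluorescence ratio 0.5 to 1.5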;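 also: 0% = enzyme with DMSO and 100% = no enzyme wells; some results filed as inactive read as strong as hits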
Target sequence (Q9P0U3 419-644 limits assumed): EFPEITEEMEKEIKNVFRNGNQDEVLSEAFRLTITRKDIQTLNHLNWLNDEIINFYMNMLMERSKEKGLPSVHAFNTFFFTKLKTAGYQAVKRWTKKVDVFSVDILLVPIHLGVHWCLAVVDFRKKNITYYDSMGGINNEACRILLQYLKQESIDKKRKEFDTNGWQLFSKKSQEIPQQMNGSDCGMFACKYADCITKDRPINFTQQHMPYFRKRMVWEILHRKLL
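Test system: recombinant human SENP1 catalytic domain, His6-tagged / Medium: pH 8 Tris buffer with EDTA, NaCl, BME, BSA, NP40, catalase / Also added: SUMO1 FRET substrate flanked by Cypet and Ypet, 25 nM / Times: 50 min reaction at room temperature / Signal: FRET, CFP and YFP emission / Control set: no-enzyme low control and enzyme-plus-DMSO high control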
SENP8 block-2 = SENP8 (human) protease inhibition; Q96LD8; recombinant SENP8, Nedd8 substrate fluorescence; inhibition, % at 20 µM; 360,000 tested, 0.64% active; AID 602440; in the data active = inhibition mostly above about 40%, no sharp cut-off; inactive = mostly below about 27%
APOBEC3G inh = APOBEC3G (human) deaminase inhibition | inhibition, % at 20 µM | 330,000 tested, 0.28% active | recombinant A3G, ssDNA deamination FAM/TAMRA fluorescence | Q9HC16 | AID 493012;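 active = inhibition of at least 40% at 20 µM, with no more than 30% in the related APOBEC3A deaminase screen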;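 also: plate controls were DMSO wells with A3G for no effect and wells lacking A3G enzyme for full effect; some compounds called inactive have numbers as strong as hits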
Apaf-1 inh = blocks human Apaf-1 apoptosome activity | reconstituted apoptosome caspase-3 activity, DEVD-Rh110 fluorescence | inhibition, % at 20 µM | 330,000 tested, 0.71% active | AID 489030; active = inhibition of at least 40% at 20 µM;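 also: plate controls were DMSO wells for no effect and DEVD-CHO caspase inhibitor wells for full effect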
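Assay system: Apoptosome proteins | Medium: pH 7.5 Hepes buffer with CHAPS, BSA, DTT | Also added: Cytochrome c and DEVD-Rh110 substrate | Times: 30 min plus 50 min, RT | Detection: Rhodamine 110 fluorescence at Ex 480/Em 540 nm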
SENP6 block = blocks the human protease SENP6. Q9GZR1. Recombinant SENP6 catalytic domain, aminoluciferin luminescence. inhibition, % at 10 µM. 330,000 tested, 1.8% active;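 active = inhibition above about 50% at the single tested dose, limit read from the data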;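 also: plate controls were DMSO wells with enzyme for no effect and DMSO wells lacking enzyme for full effect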
Target sequence (Q9GZR1 628-1112 limits assumed): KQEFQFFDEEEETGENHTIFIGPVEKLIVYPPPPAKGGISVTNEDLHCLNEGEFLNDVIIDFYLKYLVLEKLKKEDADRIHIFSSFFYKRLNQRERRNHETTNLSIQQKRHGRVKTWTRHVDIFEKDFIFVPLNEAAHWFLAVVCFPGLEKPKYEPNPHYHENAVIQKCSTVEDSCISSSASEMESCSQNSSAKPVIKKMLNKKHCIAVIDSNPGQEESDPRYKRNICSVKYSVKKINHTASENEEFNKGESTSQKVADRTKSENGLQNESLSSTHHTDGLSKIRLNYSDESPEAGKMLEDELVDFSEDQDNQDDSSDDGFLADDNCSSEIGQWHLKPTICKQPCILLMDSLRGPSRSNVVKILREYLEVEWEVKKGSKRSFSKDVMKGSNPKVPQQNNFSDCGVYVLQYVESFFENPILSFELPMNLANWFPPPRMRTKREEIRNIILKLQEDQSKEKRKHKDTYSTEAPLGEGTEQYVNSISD
The depositor's hits bear a star.

What do the screens show for `COCc1n[nH]c(=S)n1-c1cccc2ccccc12`?
SENP7 inh: -6.5; UBC13 inh: -1.0; SENP8 block-1: -1.2; SENP1 inh: 0.1; SENP8 block-2: 12.1; APOBEC3G inh: 16.3; Apaf-1 inh: -1.9; SENP6 block: -11.5

What do the screens show for `COc1ccc(N2CC(O)(c3ccc(OC(F)F)cc3)[N+]3=C2CCCC3)cc1` (stereo not drawn)?
SENP7 inh: 4.6; UBC13 inh: -18.9; SENP8 block-1: 4.8; SENP1 inh: 1.4; SENP8 block-2: 22.4; APOBEC3G inh: -4.3; Apaf-1 inh: -3.6; SENP6 block: 7.2

How did C=CCn1c(=O)/c(=C/c2ccc(Cl)cc2)s/c1=C(/C#N)c1nnc2n1CCCCC2 do in these assays?
SENP7 inh: 7.0; UBC13 inh: -5.8; SENP8 block-1: 1.0; SENP1 inh: -0.7; SENP8 block-2: -4.3; APOBEC3G inh: -5.9; Apaf-1 inh: 6.9; SENP6 block: -17.8

What do the screens show for `CCc1cc2c(=O)c(-c3nc(C)cs3)c(CCCC(=O)O)oc2cc1O`?
SENP7 inh: 3.2; UBC13 inh: 1.3; SENP8 block-1: -3.9; SENP1 inh: -20.4; SENP8 block-2: -51.7; APOBEC3G inh: -7.3; Apaf-1 inh: 0.3; SENP6 block: -4.0

What do the screens show for `FC(F)(F)c1cccc(N2CCc3cn[nH]c32)c1`?
SENP7 inh: 7.0; UBC13 inh: 6.1; SENP8 block-1: 5.8; SENP1 inh: 0.2; SENP8 block-2: -97.3; APOBEC3G inh: 2.8; Apaf-1 inh: 9.5; SENP6 block: 10.2

Results for Cc1ccc(CN2CCN(Cc3cccn3-c3ccccn3)CC2CCO)o1 (stereo not drawn) ?
SENP7 inh: -6.4; UBC13 inh: -2.0; SENP8 block-1: -7.9; SENP1 inh: -3.0; SENP8 block-2: 14.2; APOBEC3G inh: -7.0; Apaf-1 inh: -2.6; SENP6 block: -7.9

Results for Cc1cc(C(=O)OCC(=O)NCc2ccc(Cl)cc2Cl)c(C)o1 ?
SENP7 inh: -2.5; UBC13 inh: 3.0; SENP8 block-1: 0.7; SENP1 inh: 1.3; SENP8 block-2: 1.3; APOBEC3G inh: -6.8; Apaf-1 inh: 0.4; SENP6 block: 4.1

Results for CCOc1ccc(C(=O)/C=C/Nc2ccc(S(=O)(=O)Nc3onc(C)c3C)cc2)cc1 ?
SENP7 inh: -11.2; UBC13 inh: -33.9; SENP8 block-1: -14.9; SENP1 inh: -22.0; SENP8 block-2: -51.7; APOBEC3G inh: -4.7; Apaf-1 inh: 8.4; SENP6 block: 0.8

How did COC(=O)N/N=C/c1cc(Cl)cc(Cl)c1OCc1ccc(F)cc1 do in these assays?
SENP7 inh: -3.6; UBC13 inh: -5.6; SENP8 block-1: -12.0; SENP1 inh: 1.3; SENP8 block-2: 4.9; APOBEC3G inh: -9.2; Apaf-1 inh: 18.8; SENP6 block: -8.2

How did CCCNC(=O)c1csc(Nc2cccc3ccccc23)n1 do in these assays?
SENP7 inh: -5.1; UBC13 inh: -4.2; SENP8 block-1: -8.7; SENP1 inh: 0.3; SENP8 block-2: -36.5; APOBEC3G inh: -5.4; Apaf-1 inh: 9.2; SENP6 block: -36.3

Looked up one by one from the entries so far (2):
What do the screens show for `COCc1n[nH]c(=S)n1-c1cccc2ccccc12`?
SENP7 inh: -6.5; UBC13 inh: -1.0; SENP8 block-1: -1.2; SENP1 inh: 0.1; SENP8 block-2: 12.1; APOBEC3G inh: 16.3; Apaf-1 inh: -1.9; SENP6 block: -11.5

What do the screens show for `CCc1cc2c(=O)c(-c3nc(C)cs3)c(CCCC(=O)O)oc2cc1O`?
SENP7 inh: 3.2; UBC13 inh: 1.3; SENP8 block-1: -3.9; SENP1 inh: -20.4; SENP8 block-2: -51.7; APOBEC3G inh: -7.3; Apaf-1 inh: 0.3; SENP6 block: -4.0

New compounds follow
Results for CCOCCCNC(=O)C1(O)c2ccccc2NC(=O)N1c1ccc(C)c(C)c1 (stereo not drawn) ?
SENP7 inh: 3.6; UBC13 inh: -2.8; SENP8 block-1: -0.1; SENP1 inh: 0.4; SENP8 block-2: 7.3; APOBEC3G inh: -5.9; Apaf-1 inh: 0.1; SENP6 block: -10.6

Results for CN(Cc1ccc(Cl)cc1Cl)C(=O)CNC(=O)c1ccc2c(c1)OCO2 ?
SENP7 inh: -12.7; UBC13 inh: 2.2; SENP8 block-1: -2.0; SENP1 inh: 1.4; SENP8 block-2: 7.1; APOBEC3G inh: -12.5; Apaf-1 inh: 15.4; SENP6 block: -13.6

Results for COc1cccc(NC(=O)Cn2c3ccc(F)cc3c3nc4n(c(=O)c32)CCS4)c1 ?
SENP7 inh: -1.5; UBC13 inh: 11.9; SENP8 block-1: 3.8; SENP1 inh: 1.6; SENP8 block-2: -371.0; APOBEC3G inh: -5.7; Apaf-1 inh: -11.7; SENP6 block: 11.1

What do the screens show for `O=c1[nH]c(C2CCN(S(=O)(=O)c3ccc4c(c3)OCCO4)CC2)nc2c1nnn2Cc1ccccc1`?
SENP7 inh: -7.8; UBC13 inh: 2.1; SENP8 block-1: -5.2; SENP1 inh: 1.8; SENP8 block-2: 14.6; APOBEC3G inh: -0.1; Apaf-1 inh: 16.7; SENP6 block: -24.8

Results for CC(OC(=O)CNC(=O)c1ccc(Cl)c([N+](=O)[O-])c1)C(=O)NCc1ccco1 (stereo not drawn) ?
SENP7 inh: 1.4; UBC13 inh: -1.3; SENP8 block-1: 4.9; SENP1 inh: -0.6; SENP8 block-2: 8.6; APOBEC3G inh: -6.1; Apaf-1 inh: 2.7; SENP6 block: -16.4

Results for O=C(Oc1ccccc1C(=S)N1CCOCC1)c1ccc([N+](=O)[O-])cc1[N+](=O)[O-] ?
SENP7 inh: 6.0; UBC13 inh: -0.6; SENP8 block-1: 7.6; SENP1 inh: 2.2; SENP8 block-2: 24.7; APOBEC3G inh: -14.8; Apaf-1 inh: -2.3; SENP6 block: 6.3

What do the screens show for `COCCN(CC(=O)NCc1ccc(F)cc1)C(=O)CCC(=O)Nc1ccccn1`?
SENP7 inh: 7.6; UBC13 inh: -0.6; SENP8 block-1: -2.7; SENP1 inh: 0.2; SENP8 block-2: 12.9; APOBEC3G inh: -3.3; Apaf-1 inh: -2.9; SENP6 block: -23.8

What do the screens show for `O=C(COC(=O)/C=C/c1ccccc1)Nc1cccc(Oc2ccccc2)c1`?
SENP7 inh: -0.2; UBC13 inh: 7.9; SENP8 block-1: -17.8; SENP1 inh: 0.9; SENP8 block-2: 3.2; APOBEC3G inh: -2.0; Apaf-1 inh: 7.2; SENP6 block: -18.2

What do the screens show for `COc1ccc(CCNC(=O)c2c(-c3ccccc3Cl)noc2C)cc1`?
SENP7 inh: -0.2; UBC13 inh: 6.7; SENP8 block-1: -0.8; SENP1 inh: 2.2; SENP8 block-2: 22.7; APOBEC3G inh: -7.1; Apaf-1 inh: 3.0; SENP6 block: -26.5

Results for OC1CN=C2CCCc3c2n(c2ccc(Cl)cc32)C1 (stereo not drawn) ?
SENP7 inh: -7.4; UBC13 inh: 19.4; SENP8 block-1: -8.4; SENP1 inh: 7.3; SENP8 block-2: inactive; APOBEC3G inh: -4.0; Apaf-1 inh: 5.8; SENP6 block: -7.8

Results for Cc1nc(NC(=O)c2ccccc2)sc1Cc1ccc2c(c1)OCO2 ?
SENP7 inh: 2.9; UBC13 inh: 2.2; SENP8 block-1: -6.8; SENP1 inh: 0.7; SENP8 block-2: -8.3; APOBEC3G inh: -3.8; Apaf-1 inh: 2.2; SENP6 block: 1.6

Results for Cc1ccc(-n2ncc3c(=O)[nH]c(SCC(=O)N4CCOCC4)nc32)cc1 ?
SENP7 inh: 8.4; UBC13 inh: 3.5; SENP8 block-1: 2.3; SENP1 inh: -10.0; SENP8 block-2: 7.3; APOBEC3G inh: -3.1; Apaf-1 inh: -1.3; SENP6 block: -0.8

Results for CNC(=S)N/N=C(\C)c1ccc(Cl)s1 ?
SENP7 inh: -1.0; UBC13 inh: -11.9; SENP8 block-1: 3.1; SENP1 inh: -0.2; SENP8 block-2: 3.9; APOBEC3G inh: -5.1; Apaf-1 inh: 7.0; SENP6 block: 5.3

How did CCCCn1c(N)c(N(CC(C)C)C(=O)CC2CCCCC2)c(=O)[nH]c1=O do in these assays?
SENP7 inh: -4.8; UBC13 inh: -1.1; SENP8 block-1: -15.9; SENP1 inh: 1.3; SENP8 block-2: -12.0; APOBEC3G inh: -7.4; Apaf-1 inh: 2.9; SENP6 block: -17.9

Results for CCOC(=O)CSc1nnc(-c2cccnc2)o1 ?
SENP7 inh: -1.7; UBC13 inh: 2.8; SENP8 block-1: -3.5; SENP1 inh: 2.2; SENP8 block-2: 11.3; APOBEC3G inh: -2.1; Apaf-1 inh: 4.9; SENP6 block: 1.2

What do the screens show for `Clc1ccc(-c2nc3ccncc3[nH]2)cc1`?
SENP7 inh: -0.9; UBC13 inh: -3.5; SENP8 block-1: -10.0; SENP1 inh: -4.6; SENP8 block-2: -14.4; APOBEC3G inh: 10.5; Apaf-1 inh: -0.8; SENP6 block: -14.5

What do the screens show for `CCCOc1ccc(N2C(=O)CC(N(CCOC34CC5CC(CC(C5)C3)C4)C(C)=O)C2=O)cc1` (stereo not drawn)?
SENP7 inh: -4.2; UBC13 inh: -9.3; SENP8 block-1: -2.4; SENP1 inh: 0.4; SENP8 block-2: 10.2; APOBEC3G inh: -4.2; Apaf-1 inh: 19.0; SENP6 block: -26.7

How did CC(CN1CCOCC1)OC(=O)c1ccc(Cl)cc1Cl (stereo not drawn) do in these assays?
SENP7 inh: 4.1; UBC13 inh: -5.9; SENP8 block-1: 2.8; SENP1 inh: 2.1; SENP8 block-2: 4.2; APOBEC3G inh: -2.7; Apaf-1 inh: 2.1; SENP6 block: 7.3

How did CCOC(=O)[C@@H]1[C@H]2COc3ccccc3[C@@H]2N2C(=O)N(c3ccc(C)cc3)C(=O)[C@]12C do in these assays?
SENP7 inh: 3.6; UBC13 inh: 4.8; SENP8 block-1: 4.2; SENP1 inh: 0.0; SENP8 block-2: 13.5; APOBEC3G inh: 5.7; Apaf-1 inh: 10.2; SENP6 block: -1.4

What do the screens show for `COc1cccc(-c2nc(C=O)cs2)c1`?
SENP7 inh: -5.7; UBC13 inh: -5.1; SENP8 block-1: -17.4; SENP1 inh: 4.2; SENP8 block-2: 14.3; APOBEC3G inh: -4.0; Apaf-1 inh: -2.8; SENP6 block: 1.2

What do the screens show for `COc1ccc(N(CC(=O)Nc2ccc3c(c2)OCCO3)S(=O)(=O)c2cccnc2)cc1`?
SENP7 inh: -5.0; UBC13 inh: -3.5; SENP8 block-1: -0.5; SENP1 inh: -1.3; SENP8 block-2: 9.5; APOBEC3G inh: -1.6; Apaf-1 inh: 0.9; SENP6 block: -29.8

How did Cc1c(Cc2ccc3c(c2)OCO3)sc(NC(=O)c2ccc3ccccc3c2)c1C(N)=O do in these assays?
SENP7 inh: 1.8; UBC13 inh: -1.9; SENP8 block-1: 11.7; SENP1 inh: -26.1; SENP8 block-2: -435.0; APOBEC3G inh: 19.5; Apaf-1 inh: -12.1; SENP6 block: 10.7

How did COc1ccc(NC2CCCN(C(=O)CCN3CCCC3=O)C2)cc1 (stereo not drawn) do in these assays?
SENP7 inh: -1.9; UBC13 inh: -4.0; SENP8 block-1: -2.4; SENP1 inh: 0.2; SENP8 block-2: 7.3; APOBEC3G inh: -12.6; Apaf-1 inh: -11.2; SENP6 block: -5.2

What do the screens show for `CCC(=O)c1ccc(OCC(=O)OCC(=O)c2cc(C)n(C)c2C)cc1`?
SENP7 inh: -0.8; UBC13 inh: 2.8; SENP8 block-1: -6.9; SENP1 inh: -1.6; SENP8 block-2: -1.3; APOBEC3G inh: 1.0; Apaf-1 inh: 3.4; SENP6 block: 6.6

Assay outcomes: PubChem, Sanford-Burnham Center for Chemical Genomics
